High-throughput results deposited in PubChem BioAssay by several laboratories.
m-calpain inh: calpain II (pig) inhibition; purified calpain II, fluorogenic peptide substrate, 30 min; inhibition, % at 16 µM; 0.37% of 220,000 active;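 active = inhibition above about 50%, limit read from the data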
EBV gp42 inh: EBV gp42 inhibition; Q1HVG2; Fluorescence polarization binding assay, mP read-out; inhibition, % (tested at 21.74 µM); 0.42% of 220,000 active; AID 1085; in the data active = inhibition above about 50%
PPC-1+TRAIL kill: PPC-1 cancer cell killing with TRAIL present; AID 1443; 0.41% of 220,000 active; PPC-1 cells + TRAIL, ATPLite viability luminescence; cell killing (% activity), % at 4 µM;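 active = cell killing above 50% in the first pass at 4 µM, then a duplicate retest at 5 µM averaging 50% or more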;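 note: plate controls were cells with TRAIL plus DMSO for no effect and medium-only wells lacking cells for full effect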
Furin inhibitor: inhibitors of human furin | P09958 | purified furin, fluorogenic substrate cleavage | inhibition, % at 30 µM | 0.061% of 220,000 active; in the data active = inhibition above about 25%; note: inactives centre near -15
zfTRPN1 agonist: agonists of zebrafish TRPN1 channel; HEK293 zebrafish TRPN1-YFP, Fluo-8 calcium fluorescence; 100% = response to 87 µM carbachol; activation, % at 3 µM; 0.18% of 220,000 active; AID 1424;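 active = activation above its plate's cutoff, the mean activation of test wells on that plate plus 3 SD, cut at about 19% in these data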;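 note: 0% = DMSO alone and 100% = 87 µM carbachol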
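Material: zebrafish TRPN1-YFP in HEK293 cells. Doses: one dose of 3 µM, 0.3% DMSO. Incubation: dye 1 h 37 °C plus 30 min RT. Measured by: intracellular calcium fluorescence with Fluo-8.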
TRPML3 ag: agonists of human TRPML3 channel. HEK293 TRPML3-YFP, Fluo-8 calcium fluorescence; 100% = the carbachol control signal. activation, % at 3 µM. 0.29% of 220,000 active;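 active = activation above its plate's cutoff, the mean activation of the plate's test wells plus 3 SD, cut at about 12% in these data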;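 note: 0% = DMSO only wells and 100% = carbachol wells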
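Test system: HEK293 cells stably carrying human TRPML3-YFP; Doses: single dose, 3 µM final nominal compound, 0.3% DMSO final; Schedule: dye loading 1 h 37 °C then 30 min ambient, 125 s read; Technique: Fluo-8 calcium fluorescence; Benchmarks: high control carbachol 87 µM, low control DMSO.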
KCC2 mod: modulates chloride dependent transport by human KCC2; KCC2 cells, thallium flux FluoZin-2 fluorescence; Q9H2X9; 2.2% of 190,000 active; B-score of Tl+ flux slope (higher = more flux/activation; lower = inhibition) at 10 µM;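 active = thallium flux slope and its plate-corrected score both differing from the plate sample mean at a set confidence after two filtering rounds, in either direction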;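 note: slope of fluorescence scaled to starting intensity during 10 to 20 s after thallium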
Target sequence (Q9H2X9 whole entry, looked up): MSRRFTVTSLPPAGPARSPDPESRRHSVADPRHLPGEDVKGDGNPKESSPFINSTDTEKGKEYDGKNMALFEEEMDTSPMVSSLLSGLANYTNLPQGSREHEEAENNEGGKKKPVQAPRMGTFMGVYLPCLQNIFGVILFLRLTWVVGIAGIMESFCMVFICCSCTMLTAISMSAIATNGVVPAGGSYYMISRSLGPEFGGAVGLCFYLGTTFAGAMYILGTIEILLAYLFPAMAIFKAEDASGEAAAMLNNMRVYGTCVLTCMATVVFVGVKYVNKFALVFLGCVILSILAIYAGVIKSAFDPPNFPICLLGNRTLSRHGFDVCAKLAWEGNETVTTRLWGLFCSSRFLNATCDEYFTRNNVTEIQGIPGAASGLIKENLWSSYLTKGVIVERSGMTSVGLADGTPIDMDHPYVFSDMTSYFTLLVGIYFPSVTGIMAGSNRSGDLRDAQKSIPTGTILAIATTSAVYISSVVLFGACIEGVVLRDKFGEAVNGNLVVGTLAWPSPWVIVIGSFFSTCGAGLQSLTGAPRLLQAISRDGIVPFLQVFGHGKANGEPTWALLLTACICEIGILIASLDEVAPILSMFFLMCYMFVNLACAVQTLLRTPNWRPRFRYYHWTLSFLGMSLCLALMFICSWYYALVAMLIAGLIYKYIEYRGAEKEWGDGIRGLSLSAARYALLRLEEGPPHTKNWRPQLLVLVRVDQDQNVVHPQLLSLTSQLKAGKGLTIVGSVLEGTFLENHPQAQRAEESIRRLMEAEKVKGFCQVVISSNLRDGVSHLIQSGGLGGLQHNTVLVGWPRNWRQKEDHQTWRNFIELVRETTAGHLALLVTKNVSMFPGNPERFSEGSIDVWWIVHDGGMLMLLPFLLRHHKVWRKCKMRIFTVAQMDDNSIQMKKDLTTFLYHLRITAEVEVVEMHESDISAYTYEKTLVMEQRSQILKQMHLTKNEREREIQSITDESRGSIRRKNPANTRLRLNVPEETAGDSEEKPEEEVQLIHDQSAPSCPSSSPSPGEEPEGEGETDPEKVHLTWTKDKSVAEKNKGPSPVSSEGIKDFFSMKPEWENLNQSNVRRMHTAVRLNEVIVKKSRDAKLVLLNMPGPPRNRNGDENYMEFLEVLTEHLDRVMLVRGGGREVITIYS
Tb hexokinase: T. brucei hexokinase 1 inhibition; recombinant TbHK1, G6PDH-coupled NADH A340; inhibition, % at 10 µM; 0.11% of 220,000 active; AID 1430;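 active = inhibition of 50% or more in the single-dose primary screen; inactive = inhibition below 50%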
thrombin 1536: inhibitors of human thrombin. P00734. alpha-thrombin, Boc-VPR-AMC fluorogenic substrate cleavage. inhibition, % at 5 µM. 0.26% of 220,000 active. AID 1046;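 active = inhibition at or above 40%; inactive = inhibition below 40%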;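 note: 0% = enzyme with no compound and 100% = wells without enzyme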
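Test system: human alpha-thrombin protein / Dosing: one concentration per compound, 5 µM, with 0.2% DMSO / Medium: pH 7.5 Tris-saline with Tween 20 / Benchmarks: no-compound enzyme wells and no-enzyme blanks / Read-out basis: percent inhibition of thrombin substrate cleavage / Timing: reaction at room temperature / Measured by: fluorescence, ex 355 nm, em 460 nm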
Active calls of the source: *; x = not tested or not shown; [ ] = remark or other dose.

SMILES | m-calpain inh | EBV gp42 inh | PPC-1+TRAIL kill | Furin inhibitor | zfTRPN1 agonist | TRPML3 ag | KCC2 mod | Tb hexokinase | thrombin 1536
COc1ccc(C(C(=O)NC2CCCCC2)N(C(=O)Cc2c[nH]c3ccccc23)c2ccc(NC(C)=O)cc2)cc1OC (centres undefined) | 5 | -8 | -4 | -31[20 µM] | 0.4 | -0.2 | -0.56 | -10 | 2
Cc1ccc(-n2c3nc(=O)[nH]c(=O)c-3cc3cc([N+](=O)[O-])ccc32)cc1C | -26 | 13 | 16 | -15 | 1.0 | 1.4 | 0.41 | -8 | 3
Cc1ccc(NC(=O)C(C)N=C2NS(=O)(=O)c3ccccc32)cc1 (centres undefined) | -24 | -3 | 2 | -17 | -0.1 | 0.9 | 0.0041 | -2 | -14
S=c1[nH]nc(-c2cccc(Cl)c2)n1Cc1ccccc1 | -9 | -5 | 21 | -25 | -1.3 | -0.1 | 4* | -2 | -3
CCOc1ccc(NC(=O)CCN2C(=S)NC(C)(C)CC2C)cc1 (centres undefined) | -22 | -7 | -7 | -31 | 2.2 | 0.1 | x | -2 | 15
Cc1cc(NC(=O)c2ccco2)ccc1NC(=O)Cc1cccs1 | -6 | -11 | 31 | -7[20 µM] | -0.7 | -0.2 | -0.72 | 2 | 0
Cc1nn(-c2ccccc2)c(-n2cccc2)c1C(=O)O | -2 | -16 | -7 | -21 | 1.9 | 0.2 | 0.08 | 1 | 4
Cn1c(SCC(=O)N(C2CCCCC2)C2CCCCC2)nnc1-c1cccs1 | 17 | 5 | 21 | -16[20 µM] | 0.2 | -0.1 | -1.8 | 8 | -8
CCO[C@@H]1OC(C(N)=O)=C[C@H](c2ccc(Br)cc2)[C@H]1CCCO | 25 | -14 | 7 | -21 | 0.1 | -0.2 | 0.12 | -10 | 0
CC[n+]1c(C)n(C)c2cc(S(=O)(=O)N(C)C)ccc21 | -25 | -14 | 17 | -20 | 0.3 | -0.1 | 0.56 | 3 | -14
O=C(O)COc1ccccc1/C=N/NC(=O)CSc1nc2ccccc2c(=O)n1-c1ccccc1 | -15 | -16 | -10 | -21 | 1.8 | 0.2 | 0.37 | -15 | 0
COc1cc(/C=C2\COC/C(=C\c3ccc(O)c(OC)c3)C2=O)ccc1O | 5 | -12 | 26 | 9 | -0.6 | -1.5 | -1.8 | -31 | -1
Cc1nc(SCC(=O)NC(C)(C)C)c2c(-c3cccs3)csc2n1 | 5 | 1 | 8 | -9 | -2.5 | -1.2 | 0.34 | 5 | -20
CCCC(O)(CCC)C(=O)NN(C(=O)CCl)c1ccccc1 | -5 | -8 | -7 | -26 | 2.9 | 0.5 | -0.61 | 22 | 2
COc1ccc(NCc2nnc(SCC(=O)Nc3cc(C(F)(F)F)ccc3Cl)o2)cc1 | 6 | 3 | -19 | -11 | 3.5 | 2.3 | x | -1 | 0
COc1ccccc1NC(=O)c1ccc(NC(=O)CSc2nnnn2C)cc1 | 10 | -4 | 26 | -23[20 µM] | 1.7 | 0.6 | -1.3 | 1 | -6
CCOC(=O)c1c(NC(=O)CSc2nnnn2-c2ccc3c(c2)OCO3)sc(C)c1C | 21 | 2 | 12 | -18 | 0.3 | 0.9 | -0.46 | -4 | 15
C/C(=N/NC(=O)c1ccc(NC(=O)c2ccc(F)cc2)cc1)c1ccccc1 | -8 | -6 | 18 | -21[20 µM] | -0.8 | 0.0 | -0.36 | -3 | 4
O=C(Nc1ccc(-c2nc3ccccc3[nH]2)cc1)c1ccc2c(c1)OCO2 | -16 | -18 | 20 | -3[20 µM] | -0.3 | 0.7 | 0.11 | -4 | 0
O=C(CSc1nnc(-c2ccc(Cl)cc2Cl)n1C1CCCCC1)N1CCCC1 | 23 | -4 | -25 | -6[20 µM] | -0.1 | -0.5 | 0.11 | 3 | -2
O=C(Nc1nc2c(s1)CN(Cc1ccccc1)CC2)C1CCCC1 | -7 | -37 | -1 | -23 | 2.8 | 1.9 | -3* | -7 | -1
Cc1cccc(N=Nc2c(C)[nH]n(C(N)=S)c2=O)c1C | 31 | -6 | -4 | -7 | 0.3 | -0.2 | 5.8* | 2 | 13
COc1cccc(C2SCC(=O)N2c2ccc(C)cc2)c1OC (centres undefined) | -1 | -21 | 5 | -20 | -0.3 | -0.4 | -0.00078 | -3 | 0
NS(=O)(=O)c1ccc(CCNC(=O)c2cc(-c3ccccc3)nc3ccccc23)cc1 | -15 | 0 | 4 | -10 | 1.3 | 0.4 | 0.38 | -11 | -13
Cc1ccc(N2CCCCn3c2nc2c3c(=O)[nH]c(=O)n2C)cc1 | -2 | 4 | 9 | -27 | -1.6 | 0.2 | 0.2 | -1 | 0
CC(=O)C12C3C4C(C5C1C3C5(Br)C41OCCO1)C21OCCO1 (centres undefined) | 14 | 1 | 33 | -12 | 1.0 | 0.0 | 0.98 | 31 | -10
Cc1ccsc1/C=C/C1=Cc2c(sc(NC(=O)CSc3n[nH]c(N)n3)c2C#N)C(C)(C)C1 | -124 | 30 | -2 | -1[20 µM] | 0.0 | 1.2 | -1.2 | 17 | -5
CCCCc1ccc(S(=O)(=O)NC2CCS(=O)(=O)C2)cc1 (centres undefined) | 0 | -10 | 0 | -13 | 3.7 | 1.7 | -0.016 | -8 | -4
CCSc1nnc(Cn2c(=O)sc3ccccc32)n1-c1ccccc1C | 13 | -35 | 18 | -8 | -1.7 | -0.2 | -1.1 | -1 | 3
O=C(COC(=O)C(Cc1ccccc1)NC(=O)c1ccc(Cl)cc1)c1ccc(Cl)cc1 (centres undefined) | 15 | -9 | 26 | -22 | -1.4 | 0.4 | -0.72 | 11 | 3

Sorted by SMILES length (largest number first): 6 of the compounds above
SMILES | m-calpain inh | EBV gp42 inh | PPC-1+TRAIL kill | Furin inhibitor | zfTRPN1 agonist | TRPML3 ag | KCC2 mod | Tb hexokinase | thrombin 1536
Cc1ccsc1/C=C/C1=Cc2c(sc(NC(=O)CSc3n[nH]c(N)n3)c2C#N)C(C)(C)C1 | -124 | 30 | -2 | -1[20 µM] | 0.0 | 1.2 | -1.2 | 17 | -5
O=C(COC(=O)C(Cc1ccccc1)NC(=O)c1ccc(Cl)cc1)c1ccc(Cl)cc1 (centres undefined) | 15 | -9 | 26 | -22 | -1.4 | 0.4 | -0.72 | 11 | 3
CC(=O)C12C3C4C(C5C1C3C5(Br)C41OCCO1)C21OCCO1 (centres undefined) | 14 | 1 | 33 | -12 | 1.0 | 0.0 | 0.98 | 31 | -10
COc1ccccc1NC(=O)c1ccc(NC(=O)CSc2nnnn2C)cc1 | 10 | -4 | 26 | -23[20 µM] | 1.7 | 0.6 | -1.3 | 1 | -6
CCCCc1ccc(S(=O)(=O)NC2CCS(=O)(=O)C2)cc1 (centres undefined) | 0 | -10 | 0 | -13 | 3.7 | 1.7 | -0.016 | -8 | -4
COc1cccc(C2SCC(=O)N2c2ccc(C)cc2)c1OC (centres undefined) | -1 | -21 | 5 | -20 | -0.3 | -0.4 | -0.00078 | -3 | 0

More structures
SMILES | m-calpain inh | EBV gp42 inh | PPC-1+TRAIL kill | Furin inhibitor | zfTRPN1 agonist | TRPML3 ag | KCC2 mod | Tb hexokinase | thrombin 1536
C#CCN(N(C)c1ncc(C(F)(F)F)cc1Cl)S(=O)(=O)c1ccc2ccccc2c1 | -4 | -13 | 5 | -3[20 µM] | -0.1 | 0.9 | x | 3 | -1
CN(C)c1ccc(C2SCCN2C(=O)c2ccc([N+](=O)[O-])cc2)cc1 (centres undefined) | -8 | 5 | -4 | -1 | -0.4 | -0.1 | -0.54 | -9 | -17
CCn1c2ccccc2c2cc(NC(=O)c3ccc(=O)oc3)ccc21 | -65 | 127* | 18 | -20 | 0.8 | 0.3 | -2.4 | 37 | -1
Cc1cccnc1Nc1nc(-c2ccc(O)cc2)cs1 | 25 | 9 | -13 | -19[20 µM] | -1.5 | 0.6 | x | -24 | -7
CCCN1CCN(CCCNC(=O)Cn2nc(-c3ccc(C)cc3)ccc2=O)CC1 | -38 | 0 | 27 | -18 | -0.2 | 0.8 | x | -7 | -6
COC(=O)CNC(=O)CNC(=O)c1nn(-c2ccc(OC)c(Cl)c2)c(=O)c2ccccc12 | -1 | -11 | -1 | -9[20 µM] | 1.1 | 0.8 | -0.037 | -11 | -4
CCOc1ccc(N2Nc3n[nH]c(N)c3N2)cc1 | 7 | -3 | -1 | 5[20 µM] | -1.7 | -0.5 | -0.46 | -35 | 1
CC(=O)Nc1ccc(S(=O)(=O)NC2(C(F)(F)F)C(=O)NC(C)=C2C#N)cc1 (centres undefined) | -42 | -11 | 14 | -26 | 1.1 | 0.2 | -0.98 | 2 | -8
CCCCS(=O)(=O)Nc1ccc(C(=O)NCC2CCCO2)cc1 (centres undefined) | -27 | 0 | 0 | -25[20 µM] | -0.8 | 0.7 | 0.43 | 4 | -10
CC1(c2ccccc2)NC(=O)N(CC(=O)NCCC2=CCCCC2)C1=O (centres undefined) | -1 | -18 | 2 | -12[20 µM] | -0.1 | 0.6 | 0.11 | 3 | 4
Cc1cccc(OCC(=O)N(Cc2ccc(N(C)C)cc2)C2CCS(=O)(=O)C2)c1 (centres undefined) | 0 | -7 | 4 | -14 | -1.5 | 0.1 | -0.51 | -3 | -3
COCCCNC(=O)c1c(N)n(-c2ccc3c(c2)OCO3)c2nc3ccccc3nc12 | x | x | -3 | -21 | 0.5 | 0.3 | x | -16 | 0
COc1ccc(OC)c(NC(=O)Nc2cc(C(=O)O)ccc2C)c1 | -14 | -12 | 14 | -31 | 0.4 | 0.4 | 0.024 | 1 | 0
CC(NC(=O)c1ccc(F)cc1)c1ccccc1 (centres undefined) | 20 | -1 | -6 | -22[20 µM] | -0.3 | -0.9 | -0.74 | 0 | 0
CCOC(=O)C1=C(C)NC(=S)NC1/C=C/c1ccccc1 (centres undefined) | 18 | -2 | 14 | -7 | -0.1 | 0.1 | -0.81 | -2 | -21
O=C(c1ccccc1F)N1CCOCC1 | -11 | -17 | -11 | -14 | 2.3 | 1.2 | -0.0027 | -2 | 2
CC(C(=O)Nc1cccc([N+](=O)[O-])c1)n1nnc2ccccc21 (centres undefined) | 26 | -4 | 3 | -27[20 µM] | 1.5 | -0.3 | x | -6 | 0
CCO[C@H]1OC(C(=O)N2CCOCC2)=C[C@@H](c2coc3ccccc3c2=O)[C@@H]1CCCO | 14 | -12 | 7 | -15 | 1.1 | -0.9 | 0.028 | 5 | -3
Cc1ccc(C(=O)COC(=O)c2cn(-c3ccccc3)nc2-c2ccccc2)cc1[N+](=O)[O-] | -2 | -23 | 0 | -13 | 2.1 | 0.7 | 1.4 | 21 | 4
O=C(O)c1ccccc1-c1ccc(/C=c2\sc3nc4cc(Br)cnc4n3c2=O)o1 | -83 | -121 | 14 | -19 | -0.6 | 0.8 | -1.4 | 10 | 2
Cc1cc(C)nc(N2CCC(C(=O)NCC3CCCCC3)CC2)n1 | 18 | -4 | 15 | -28 | 0.9 | 0.3 | 0.73 | -2 | -4
CCOC(=O)C(=O)Nc1cc(C)nn1-c1nc2ccccc2[nH]1 | 19 | -11 | 6 | -9 | -1.6 | 0.3 | -0.73 | 5 | 1
Cc1ccsc1/C=N/Nc1nc(Cl)c(Cl)cc1Cl | -24 | -31 | 5 | -12[20 µM] | -0.7 | -0.1 | 3.6 | -14 | 2
CCN1/C(=C/c2ccc3cccc(C)c3[n+]2CC)Sc2ccccc21 | 46 | -77 | 25 | -16[20 µM] | 32* | 18* | x | -8 | 40
COCC(=O)OCC(=O)Nc1cc(C)c(C)cc1[N+](=O)[O-] | -2 | 2 | 30 | -5 | 1.1 | 0.4 | 1.2 | 25 | -5
